Assay outcomes: PubChem BioAssay, several laboratories
bCat nuc transl – modulators of beta-catenin nuclear translocation, primary screen, imaging, HeLa cells, immunofluorescence, high-content; nuclear translocation activity, % at 5 µM; 0.3% of 190,000 active;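 active = nuclear translocation activity above 50% at 5 µM, with a well cell count of 50 or more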;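 also: per-cell ratio of nuclear to cytoplasmic median beta-catenin stain intensity; plate controls were DMSO negative control for no effect and GSK-3 inhibitor IX positive control for full effect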
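System: Human HeLa cells, endogenous beta-catenin | Compound dosing: 5 µM primary, 0.02–20 µM confirmation | Timing: 24 h compound exposure at 37°C, 5% CO2 | Measured by: Fluorescence imaging of beta-catenin antibody stain plus DAPI | Read-out basis: % activation of per-cell nuclear versus cytoplasmic median beta-catenin signal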
Ins promoter up – insulin promoter activators in MIN6 cells, imaging, high-content screening, mouse beta cells; MIN6 insulin promoter-GFP reporter; active compounds read high; z-score at 5 µM; 0.3% of 190,000 active; AID 1625, 2009;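 active = z-score above 3 at 5 µM with at least 500 cells counted in the well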
Hep lipid drop – inhibitors of hepatocyte lipid droplet formation, primary screen, imaging, high-throughput imaging, BODIPY stain; AML12 mouse hepatocytes, oleate lipid droplets; inhibition, % at 6.5 µM; 0.4% of 240,000 active; AID 1656, 2009;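 active = lipid droplet intensity inhibited by at least 50%, with more than 500 cells counted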
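Assay system: AML12 hepatocytes (mouse) / Also added: 100 µM oleic acid challenge / Times: overnight treatment with compound plus oleate / Detection: high-content imaging of BODIPY-stained droplets and DAPI nuclei / Evaluation: % inhibition of lipid droplet signal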
XIAP displacement – XIAP antagonists, biochemical, IAP family, fluorescence polarization (AID 1018); displacement, % at 20 µM, or IC50 in µM where a hit was titrated; E3 ubiquitin-protein ligase XIAP (Homo sapiens); XIAP BIR domain, fluorescence polarization peptide displacement; higher % means a stronger effect; 0.007% of 200,000 active; in the data active = displacement above about 50%; also: a part of the inactive calls stands beside numbers as strong as those of hits
WT yeast gro inh – growth inhibition of WT strain, primary screen, mitochondrial fusion inhibitor project, WT and mutant strains, chemical genetic. inhibition, % at 10 µM. mitochondrial fusion phenotypic screen. 2.1% of 190,000 active. AID 1362, 2008; in the data active = inhibition above about 58%; tested in S. cerevisiae
MT stabilize HCS – microtubule stabilizers in HeLa cells, primary screen, imaging, high-content imaging; 0.83% of 200,000 active; AID 2205, 2009; % tubulin-high responders, % at 10 µM; HeLa tubulin immunostaining HCS, 24 h; share of cells brighter than vehicle mean+2SD;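 active = plate Z-score above 3 for both tubulin-high and condensed-nucleus cell shares, with cell loss under 80%, at 10 µM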;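 also: anti alpha tubulin signal scored within the nucleus-defined area of each cell; some results filed as inactive read as strong as hits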
Dynein cargo inh – inhibitors of GR-EGFP nuclear translocation, primary screen, dynein cargo transport inhibitor project, imaging, high-content, 3617.4 mouse cells; test concentration mostly 20 µM; stimulated with dexamethasone, 1 µM; active compounds read low; z-score, hits read low; 0.47% of 220,000 active;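 active = plate z-score of nuclear minus cytoplasmic receptor signal below a set negative limit, without overly bright fluorescence or cell loss, cut at about -3.5 in these data, passing the limit was not always enough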;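 also: z-score of nuclear minus cytoplasmic ring GR-EGFP intensity difference per well; some compounds called inactive have numbers as strong as hits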
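Medium: Induction medium lacking tetracycline, stripped serum | Probe or stimulus: 1.0 µM final dexamethasone stimulus | Schedule: 48 h induction, then 1 h compound, then 30 min agonist, 37 °C | Signal: Automated 10x imaging of fixed Hoechst-stained cells | Evaluation: Per-cell GR-EGFP intensity, nucleus versus surrounding cytoplasmic ring, well-averaged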
Autophagy HCS – autophagy modulators in MEF cells, primary screen, imaging, high-content, MEF GFP-LC3; 0.98% of 190,000 active; MEF GFP-LC3 puncta imaging; test concentration mostly 10 µM; calls only at 10 µM (by protocol);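 active = percentage of spot-positive cells more than 3 SD above its plate mean, without a fluorescence outlier flag or 80% toxicity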;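 also: spot-positive cell cutoff set from DMSO-treated cells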
ER stress rescue – rescue of cells from ER stress-induced death, primary screen, 384-well, CSM14.1, thapsigargin, ATP luminescence (AID 1222) | CSM14.1 thapsigargin-induced death rescue, ATP luminescence; higher % means a stronger effect | one-dose cellular ATP content (survival), % at 20 µM; EC50 in µM for titrated hits | 190,000 tested, under 10 active;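 active = EC50 below 50 µM in the dose-response confirmation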;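 also: death triggered by thapsigargin at about 15 µM added after 2 h compound pretreatment; cell ATP read after overnight thapsigargin exposure of roughly 18 to 22 hours; normalized against plate controls of thapsigargin alone and 5% DMSO vehicle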
WT yeast gro inh mutant strain – recorded beside WT yeast gro inh, whose call it bears; inhibition, %; mitochondrial fusion phenotypic screen, mutant strain inhibition
Dynein cargo inh cytoplasmic EGFP – also measured in Dynein cargo inh; calls as there; z-score; measured here: cytoplasmic GR-EGFP intensity; active compounds read high
Dynein cargo inh nuclear GR-EGFP – recorded beside Dynein cargo inh, whose call it bears; z-score; measured here: nuclear GR-EGFP intensity;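 lower value marks the stronger effect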
Dynein cargo inh cell count – recorded beside Dynein cargo inh, whose call it bears; z-score; measured here: cell count per field
Ins promoter up cell count – further read-out of Ins promoter up, marked with its call; cell count; measured here: cytotoxicity, nuclei count;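 total cells summed across four imaged fields per well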
Hep lipid drop cells 6.5 µM – further read-out of Hep lipid drop, marked with its call; cell count; measured here: cell count, cytotoxicity flag;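 cells counted across two imaged fields per well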
bCat nuc transl cell count 5 µM – second read-out of bCat nuc transl, no call of its own (marks repeat the call); cell count; measured here: cell count, cytotoxicity flag
MT stabilize HCS Hoechst-high % – recorded beside MT stabilize HCS, whose call it bears; % Hoechst-high responders; measured here: nuclear condensation Hoechst responders;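 share of cells brighter than vehicle mean plus two SD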
MT stabilize HCS cytotoxicity % – further read-out of MT stabilize HCS, marked with its call; toxicity, %; measured here: cytotoxicity by cell density;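 0% = mean cell density of plate MIN control wells and 100% = no cells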
Autophagy HCS cell loss 18 h – further read-out of Autophagy HCS, marked with its call; toxicity, %; measured here: cell loss, nuclei count;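 cell loss after 18 h compound exposure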
Active calls of the source: *; i = inactive; . = no result given; + = active, no number.

SMILES	bCat nuc transl	bCat nuc transl cell count 5 µM	Ins promoter up	Ins promoter up cell count	Hep lipid drop	Hep lipid drop cells 6.5 µM	XIAP displacement	WT yeast gro inh	WT yeast gro inh mutant strain	MT stabilize HCS	MT stabilize HCS Hoechst-high %	MT stabilize HCS cytotoxicity %	Dynein cargo inh	Dynein cargo inh cytoplasmic EGFP	Dynein cargo inh nuclear GR-EGFP	Dynein cargo inh cell count	Autophagy HCS	Autophagy HCS cell loss 18 h	ER stress rescue
C=CCOn1c(=O)c(-c2ccc(OC)c(OC)c2)[n+]([O-])c2ccccc21	1.8	1134	.	.	8	741	-6.7%	22	29	1.3	1.8	6.0	1.2	0.026	0.48	0.14	i	4	-3.0%
O=C1CCCC2=C1C1(CCCCC1)N=C(Nc1nc3ccccc3s1)N2	-1.6	1107	0.4	1993	-1	714	0.6%	1	2	2.5	1.9	17	-1	-0.015	-0.13	0.28	i	-1	-2.6%
O=C(NCC1CCCO1)C1CCC(=O)N1Cc1ccc(F)cc1 (stereo not drawn)	.	.	.	.	.	.	-0.2%	-18	-28	2.3	2.3	7.0	-0.25	-0.12	-0.63	-0.037	i	7	-2.2%
O=C(CCCn1c(=O)[nH]c2cc(Cl)ccc2c1=O)NCCCN1CCCC1	.	.	-0.96	911	5	756	2.6%	3	-17	3.0	1.9	5.0	0.5	-0.25	0.38	0.16	i	2	-0.2%
COc1cccc([C@@H]2Oc3ccc(OC)cc3C(=O)[C@H]2OC(=O)N[C@H](C)C2CCCCC2)c1	.	.	-0.82	1260	-10	704	-7.1%	22	2	4.9	3.5	4.7	0.23	-0.26	0.44	0.28	i	3	-4.5%
Cc1ccnc(NC(=O)CC(c2ccccc2)c2ccccc2)n1	-2.5	1031	-0.74	1518	0	652	-3.9%	8	7	2.7	0.7	0.9	0.041	-0.21	0.21	-0.087	i	4	0.4%
COc1cc(-c2ccc(NC(=O)CN3CCC(C)CC3)c(OC)c2)ccc1NC(=O)CN1CCC(C)CC1	0.1	1106	0.06	1769	8	658	-4.3%	4	0	6.5	3.1	8.2	1.3	0.1	1	0.11	+	-27*	0.6%
Cc1ccc(/C=N/n2c(-c3ccncc3)n[nH]c2=S)o1	-0.4	1517	-0.15	1377	2	578	-4.1%	-18	13	4.4	2.9	4.3	0.16	-0.31	0.38	0.27	i	2	-0.5%
O=C(Nc1ccc2c(c1)OCO2)c1cc2n(n1)C(C(F)(F)F)CC(c1ccccc1)N2 (stereo not drawn)	-7.4	1027	0.3	1125	.	.	-12%	1	3	11	2.0	11	-0.15	0.13	0.6	-0.24	i	-7	-0.7%
O=C(/C=C/c1cccc(Cl)c1)Nc1ncccn1	-1.4	1103	0.07	1521	2	662	-0.3%	-7	-6	3.9	1.7	4.2	0.54	-0.098	0.33	-0.83	i	-6	0.4%
Cc1cccc(C)c1N1CCN(c2nc(N(C)C)oc(=O)c2C#N)CC1	0.9	1340	-0.05	1680	.	.	-2.1%	-5	-19	0.9	1.5	6.9	-0.39	1.1	-0.27	0.2	i	-2	2.5%
COCCN(Cc1cc2cc(C)ccc2n2nnnc12)C(=S)Nc1cccc(C)c1	-1.6	1114	.	.	5	719	-14%	3	16	3.0	1.2	5.9	-0.11	-0.31	-0.055	0.86	i	-19	-2.2%
CN(Cc1ccccc1)C(=O)c1nc2ccccn2c1CNCCOc1cccnc1	0.7	982	.	.	-4	705	-7.8%	-23	-23	3.6	2.3	8.6	-0.7	-0.14	0.097	0.4	i	3	-0.7%
Nc1c(Cl)cc(Cl)cc1C(=O)OCC(=O)NC1CC1	.	.	.	.	11	777	-2.4%	13	18	3.2	2.5	6.8	-0.38	0.066	-0.19	1	i	3	0.3%
CN(C)c1ccc(/C=C2\SC(=O)N(CC(O)Cn3c4ccccc4c4ccccc43)C2=O)cc1 (stereo not drawn)	0.7	695	.	.	8	652	-5.4%	15	9	4.7	2.4	0.1	-0.67	4.9	0.96	0.35	+	0.4*	-1.7%
O=C(CCCCCn1c(=S)[nH]c2ccc(N3CCOCC3)cc2c1=O)NC1CCN(Cc2ccccc2)CC1	-1.0	1053	-0.16	1237	-10	701	-3.8%	11	-5	1.5	1.9	14	2.9	-0.18	1.6	-0.48	i	9	-1.1%
COc1ccc(N(CC(=O)NN=C2CCCCCCC2)S(=O)(=O)c2ccccc2)cc1Cl	.	.	0.98	889	3	831	-10%	-15	-4	2.9	1.0	3.7	-0.48	-0.36	-0.17	0.23	i	-8	-0.6%
Cc1cc(=O)[nH]c(/N=C(\N)Nc2ccc3c(c2)OCCO3)n1	0.7	1067	0.71	1254	5	686	-3.9%	-18	-12	4.5	3.3	7.3	0.15	-0.2	-0.42	1.3	i	-2	-1.3%
CCCOC(=O)c1ccc(NC(=O)COC)cc1	.	.	.	.	17	810	-8.7%	-34	-14	2.1	1.3	3.5	-0.41	-0.15	-0.11	0.88	i	4	-1.0%
Cc1ccc(C(=O)COC(=O)c2ccc(O)cc2)cc1	-0.7	1059	0.33	1124	0	688	-7.9%	-7	8	3.0	2.0	5.8	0.43	-0.21	0.23	-0.99	i	4	8.5%
C#CCOCCOCCOCCNc1nc(N2CCN(C(=O)[C@H](Cc3ccc(O)cc3)n3cc([C@@H](N)C(C)CC)nn3)CC2)nc(N2CCN(C(=O)[C@H](Cc3cc4ccccc4[nH]3)n3cc([C@@H](N)Cc4ccc(O)cc4)nn3)CC2)n1 (stereo partly drawn)	-0.6	1409	0.55	753	23	656	.	.	.	.	.	.	1.5	-0.53	0.89	0.96	.	.	.
COc1ccc(CCN2C(=O)CC(Nc3ccc(N4CCOCC4)cc3)C2=O)cc1OC (stereo not drawn)	0.4	957	-0.18	1302	-11	724	-2.8%	1	-5	2.0	0.1	42	-0.68	-0.25	-0.085	-0.35	i	-4	-1.4%
COc1cccc(/C=C/C(=O)NCCc2ccc(OC)c(OC)c2)c1	-0.8	1036	1.4	1463	54*	757*	-7.7%	-18	-13	4.0	2.5	4.7	-0.83	-0.14	-0.57	-0.55	i	5	-0.7%
CCCCn1c(CNC(=O)Cc2ccccc2)nc2ccccc21	1.9	1165	-0.06	2054	-27	651	-3.1%	-1	-1	4.4	2.6	6.1	-0.35	-0.3	-0.2	0.3	i	-3	.
CC(C)(C)n1nc2c(c1NC(=O)c1ccc(S(=O)(=O)N3CCCC3)cc1)CSC2	-6.2	1236	-0.68	1180	-3	748	-7.8%	3	10	2.2	1.3	6.5	0.21	0.19	0.41	-0.21	i	-8	4.2%
The listing continues:
SMILES	bCat nuc transl	bCat nuc transl cell count 5 µM	Ins promoter up	Ins promoter up cell count	Hep lipid drop	Hep lipid drop cells 6.5 µM	XIAP displacement	WT yeast gro inh	WT yeast gro inh mutant strain	MT stabilize HCS	MT stabilize HCS Hoechst-high %	MT stabilize HCS cytotoxicity %	Dynein cargo inh	Dynein cargo inh cytoplasmic EGFP	Dynein cargo inh nuclear GR-EGFP	Dynein cargo inh cell count	Autophagy HCS	Autophagy HCS cell loss 18 h	ER stress rescue
COC(=O)Nc1nnc(CC(=O)Nc2ccccc2C)s1	-1.0	1202	-0.08	1124	-3	769	-10%	-8	17	1.9	2.2	2.5	-0.56	-0.12	-0.6	2.3	i	-3	1.8%
CC(C)c1ccc(NC(=O)c2cccnc2)cc1	-2.7	911	-0.04	1072	.	.	-5.8%	17	1	4.7	2.4	8.6	-0.26	-0.23	0.069	0.35	i	8	-1.1%
Cc1ccc(-c2c3c(=O)n(C)c(=O)n(C)c3cn2Cc2ccccc2)cc1	.	.	.	.	9	763	-4.4%	9	7	2.5	1.2	9.5	-1.1	0.029	-0.29	0.23	i	-12	2.9%
Cc1cc(Nc2cc(C(=O)O)ccc2C)n2ncnc2n1	.	.	0.25	1036	.	.	-1.8%	12	3	3.2	3.2	6.2	-0.66	-0.14	-0.31	0.4	.	.	0.5%
Cc1ccc(C(=O)c2ccccc2C(=O)OCC(=O)Nc2cccc([N+](=O)[O-])c2)cc1	0.4	1105	-0.22	1459	-2	655	-8.2%	5	6	4.9	1.2	13	1	-0.15	0.34	-0.67	i	-3	2.6%
c1ccc2c(c1)ncn2-c1ncnc2sc3c(c12)CCCC3	-1.2	1384	0.13	1323	.	.	-3.9%	12	13	3.0	1.1	3.2	1.2	-0.19	1.1	-0.51	i	9	-1.8%
CCOC(=O)C1CCN(C(=O)Nc2ccc(OC(F)(F)F)cc2)CC1	0.3	1332	-0.22	1072	26	765	.	.	.	.	.	.	0.53	-0.22	1.3	-0.38	.	.	.
Clc1cccc(-c2cc3nc4c(c(N5CCNCC5)n3n2)CCCC4)c1	4.1	773	.	.	7	753	-2.6%	41	11	6.6	4.8	2.1	-2.8	0.71	-1.2	-4.6	+	26*	-1.5%
O=C(/C=C\Nc1cccc(F)c1)c1ccc2c(c1)OCO2	1.0	1182	-0.33	1215	.	.	-2.3%	17	-5	2.4	2.3	3.7	-0.18	-0.16	-0.096	0.42	i	25	-6.7%
